HKDC1 inh: inhibitors of human hexokinase HKDC1; AID 493160; recombinant HKDC1, G6PDH/diaphorase resazurin coupled fluorescence; inhibition, % at 20 µM; hit rate 0.16% among 340,000;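 active means inhibition above about 35% when tested at 20 µM, limit read from the data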;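 further: plate controls were DMSO wells with enzyme for no effect and DMSO wells lacking enzyme for full effect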
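Assay system: recombinant HKDC1 hexokinase; detection: coupled resazurin fluorescence, excitation 525 nm, emission 613 nm; benchmarks: DMSO-plus-enzyme-mix negative control, buffer-substituted positive control; compound dosing: single 20 µM dose; schedule: 90 min at room temperature in dark; also added: glucose plus 1 mM ATP as hexokinase substrates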
SENP8 block-1: blocks human SENP8 cleavage of Nedd8 substrate; AID 602440; hit rate 0.64% among 360,000; inhibition, % at 20 µM; recombinant SENP8, Nedd8 substrate fluorescence; Q96LD8; in the data active means inhibition mostly above about 40%, no sharp cut-off; inactive means mostly below about 27%
SENP7 inh: SENP7 protease inhibition; AID 434973; recombinant SENP7, Z-RLRGG-aminoluciferin luminescence, 40 min; hit rate 1.5% among 330,000; inhibition, % at 5 µM; Q9BQF6;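 active means inhibition above about 50% at the single test dose, limit read from the data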;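 further: plate controls were DMSO with enzyme for no effect and no enzyme buffer wells for full effect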
SENP6 block: SENP6 protease inhibition. Recombinant SENP6 catalytic domain, aminoluciferin luminescence. inhibition, % at 10 µM. AID 2599. hit rate 1.8% among 330,000;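 active means inhibition above about 50% at the single tested dose, limit read from the data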;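 further: plate controls were DMSO wells with enzyme for no effect and DMSO wells lacking enzyme for full effect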
Apaf1 inhib: inhibitors of human Apaf-1 apoptosome; inhibition, % at 20 µM; O14727; hit rate 0.71% among 330,000; reconstituted apoptosome caspase-3 activity, DEVD-Rh110 fluorescence; active means inhibition of at least 40% at 20 µM;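 further: plate controls were DMSO wells for no effect and DEVD-CHO caspase inhibitor wells for full effect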
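Material: cell-free apoptosome with Apaf-1, procaspase-3 and caspase-9; Buffer or medium: Hepes pH 7.5 with detergent and BSA; Reagent: cytochrome c trigger plus (Z-DEVD)2-Rh110 caspase-3 substrate; Times: compound with Apaf-1, dATP, procaspase-3 30 min, then 50 min reaction, room temperature; Technique: Rh110 fluorescence intensity.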
PfG6PD inh: PfG6PD (Plasmodium falciparum) enzyme inhibition | inhibition, % at 20 µM | PfGluPho enzyme, NADPH resazurin-diaphorase fluorescence | hit rate 0.78% among 350,000;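 active means inhibition reaching at least a set limit at 20 µM in the primary screen, cut at about 59% in these data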;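 further: 0% = DMSO wells with substrate and 100% = DMSO wells lacking glucose-6-phosphate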
SENP1 FRET inh: blocks the human SENP1 SUMO protease catalytic domain; Q9P0U3; recombinant SENP1 catalytic domain, CyPet-SUMO1-YPet FRET cleavage; AID 624204; hit rate 0.21% among 360,000; inhibition, % at 10 µM;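 active means inhibition at least 30% at 10 µM, raw YFP signal under a set limit, fluorescence ratio 0.5 to 1.5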;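 further: 0% = enzyme with DMSO and 100% = no enzyme wells; some results filed as inactive read as strong as hits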
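Assay system: hSENP1 catalytic domain, recombinant. Amount: SENP1 enzyme, 20 pM final. Schedule: 50 min reaction, RT, dark. Technique: FRET, CFP and YFP emission. Control set: no-enzyme wells low, DMSO-plus-enzyme wells high control.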
SENP8 block-2: blocks the human protease SENP8; Q96LD8; purified SENP8, Z-RLRGG-aminoluciferin cleavage, luminescence; inhibition, % at 10 µM; hit rate 1.2% among 330,000; AID 2540; in the data active means inhibition above about 50%
NALP3 yeast inh: blocks the NALP3 inflammasome reconstituted in yeast | Yeast reconstituted NLRP3/ASC/caspase-1, beta-gal luminescence, 24 h | inhibition, % at 10 µM | hit rate 0.39% among 330,000;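 active means inhibition of 50% or more; inactive means inhibition below 50%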;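 further: plate controls were induced DMSO wells for no effect and uninduced yeast grown without galactose for full effect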
Starred values were filed as active, the others as inactive; x = not tested or not shown.

SMILES	HKDC1 inh	SENP8 block-1	SENP7 inh	SENP6 block	Apaf1 inhib	PfG6PD inh	SENP1 FRET inh	SENP8 block-2	NALP3 yeast inh
CCOC(=O)C(NCc1ccccc1OC)(NC(=O)c1ccccc1)C(F)(F)F (stereo not drawn)	-3.0	22.9	4.5	-0.1	9.8	-1.6	-0.3	5.9	13.3
CC(C)c1nc2sc3c(c2c(=O)[nH]1)CC(C)(C)OC3	-5.5	21.5	4.0	6.4	-0.8	9.3	9.5	0.7	18.5
CN(C)S(=O)(=O)c1ccc(N2CCCC2)c(C(=O)N2CCN(c3ccc([N+](=O)[O-])cc3)CC2)c1	-1.5	9.1	1.0	-21.6	25.4	-5.8	0.4	-4.1	12.0
COc1cc(-n2c(=O)c3ccccc3n(Cc3cccc(F)c3)c2=O)cc(OC)c1OC	-3.7	9.2	3.2	-16.4	0.8	8.6	3.5	-6.8	0.2
CCOC(=O)c1sc(NC(=O)CSc2n[nH]c(-c3ccncc3)n2)c(C#N)c1C	16.6	-19.5	14.5	-1.7	10.7	-24.2	-3.4	6.3	-0.3
O=C(NCCO)c1ccc(Oc2ccc(C(F)(F)F)cc2[N+](=O)[O-])cc1	12.5	18.4	2.6	11.2	-1.9	-16.0	0.2	4.1	-9.7
Cc1onc(-c2c(Cl)cccc2Cl)c1-c1nc2cc(Cl)ccc2c(=O)o1	10.6	-54.7	x	x	x	2.0	-2.3	x	x
COC(=O)CSc1nnc(-c2sc3ccccc3c2Cl)o1	4.2	-305.9	56.5*	70.2*	2.8	-7.2	-5.2	28.4	5.0
COc1ccc(-c2c(C#N)c(N)nc3sc(C(=O)c4ccc(C)cc4)c(N)c23)cc1	-2.5	-194.9	4.7	5.3	11.1	-5.7	-24.4	-2.0	-4.8
CC1CC(=O)N(c2ccc(NCc3ccc(Cl)cc3)c([N+](=O)[O-])c2)C1=O (stereo not drawn)	-11.2	21.5	3.3	-9.4	2.7	7.3	2.7	-5.5	11.8
CC(C)N(Cc1cnn(C)c1)Cc1nc(Cc2ccccc2Cl)no1	-3.1	47.0*	8.0	-4.6	-7.3	-5.1	4.9	-3.1	4.3
Cc1ccc(C)c(CSc2nc3[nH]ncc3c(=O)[nH]2)c1	0.8	6.3	-3.6	-0.1	5.1	-10.4	3.2	2.7	-11.0
Cc1cc(C)n(CC(=O)NC2CCCc3c2cnn3-c2ccc(C)c(C)c2)n1 (stereo not drawn)	-2.9	10.2	0.5	6.9	2.9	-1.6	-0.6	-0.6	16.8
O=C(Cn1cnc2ccccc2c1=O)N1CCN(c2ccccc2)CC1	-2.4	15.0	6.0	-0.9	-3.7	1.5	-0.4	-0.4	2.0
O=C(Nc1ccccc1N1CCN(c2ccccc2)CC1)c1ccccc1F	3.9	0.8	3.0	-5.2	10.6	-0.5	-0.8	-0.3	20.7
COc1ccccc1N1CCN(C(=O)c2ccc3c(c2)CCN3S(=O)(=O)c2ccccc2)CC1	-1.2	2.8	3.5	12.2	27.4	4.7	1.6	4.4	16.0
COc1ccc(NC(=S)N2CCN(Cc3ccco3)CC2)c(OC)c1	2.4	19.7	-5.2	-11.0	2.3	-22.6	-0.4	-8.0	-7.9
O=C(CCc1nnc(Cc2ccc(-c3ccccc3)cc2)o1)NCCc1cccnc1	-3.2	9.5	2.7	-8.5	-14.2	0.1	-0.9	3.0	17.5
Cc1occc1-c1nnc(SCC(=O)N2c3ccccc3CCc3ccccc32)n1C	6.3	17.7	-16.9	-17.8	2.8	-5.1	-0.2	-6.9	5.2
COC(=O)c1ccc(C(=O)OC)c(NC(=S)N2CCN(c3ccccc3)CC2)c1	9.8	-288.6	6.4	-8.8	2.0	3.9	-58.4	-7.6	20.4
Cc1cccc(NC(=O)Cc2ccc(NC3=NC4CS(=O)(=O)CC4S3)cc2)c1 (stereo not drawn)	-3.8	6.7	-4.9	5.8	-1.0	5.7	0.0	-0.3	17.0
Cc1ccc(S(=O)(=O)c2nnn3c2nc(N2CCOCC2)c2ccccc23)c(C)c1	0.2	-297.2	5.3	-1.6	9.1	-3.0	1.5	-2.2	9.7
Cc1ccc(SCC(=O)NCCN2C(=O)CSC2=O)c(C)c1	0.0	23.5	2.6	-2.3	3.8	-13.9	0.0	-0.8	-2.5
CCCCSc1cc(C)nc(N)n1	0.2	9.8	-18.4	-21.1	1.5	3.3	1.0	-10.9	-1.6
O=S(=O)(Cc1nnnn1-c1ccc(Br)cc1)c1ccc(F)cc1	1.6	-5.6	5.6	-0.4	9.4	-5.6	0.5	1.8	13.3
COc1cc(/C=C2\SC(=O)N(Cc3ccc(F)cc3)C2=O)cc([N+](=O)[O-])c1O	14.1	40.5*	-4.3	7.3	16.8	-24.6	10.5	7.2	14.2
CCNc1nc(N)nc(Oc2ccc(OCc3ccccc3)nn2)n1	2.2	16.7	4.5	-19.2	-19.3	-19.8	1.1	-1.2	1.0
COc1ccccc1-c1nnc(SCC(=O)N2CCCC2)o1	-5.0	11.1	0.1	-32.2	8.9	6.2	3.5	-2.8	1.8
COc1ccc2c(c1)CCCC2=O	-2.1	5.6	x	x	x	5.6	0.8	x	x
CC(=O)N1CCN(C(=O)c2ccc(NS(=O)(=O)c3ccc4c(c3)OCCO4)cc2)CC1	1.7	27.8	16.4	-12.0	0.5	-26.7	-0.1	-11.9	12.6
COc1ccc2c(c1)CCCN2S(=O)(=O)c1ccc(Cl)cc1	9.3	5.6	4.8	-6.1	19.1	29.7	-0.7	3.3	21.2
O=C(c1ccco1)N1CCN(C(=O)c2[nH]ncc2[N+](=O)[O-])CC1	-4.8	13.5	2.0	-24.0	-19.5	-18.3	3.2	5.7	10.9
COc1ccc(CNC(=O)CCn2cccc2)cc1	-3.7	-0.5	9.3	-1.0	5.1	-9.9	1.7	-1.2	10.0
O=C(COC(=O)c1ccc(F)c(S(=O)(=O)N2CCOCC2)c1)NCCc1ccccc1	-1.7	6.5	-2.5	2.8	-3.3	-6.2	-0.5	-3.5	6.9
CC(C)(CNC(=O)c1ccc(NS(=O)(=O)c2ccc(F)c(F)c2)cc1)N1CCOCC1	-0.5	18.6	-2.0	-5.8	4.8	-18.7	3.8	-6.6	12.2
CC(Oc1ccccc1)C(=O)Nc1nnc(S(=O)(=O)N(C)c2ccccc2)s1 (stereo not drawn)	7.3	2.1	-0.4	14.5	-5.8	-25.8	-2.6	6.5	1.7
Cc1ccc(-n2c(C)cc(/C=C3\SC(=O)NC3=O)c2C)cc1	-0.5	-27.0	-2.1	31.7	11.0	-13.3	-11.7	34.8	16.1
c1ccc(CN2CCN(Cc3c[nH]c4ccccc34)CC2)cc1	-9.9	9.2	6.2	11.2	-2.1	-4.9	1.1	-0.8	18.3
Cc1ccc(NC(=O)C2(NC(=O)c3ccccn3)CCCCC2)cc1Br	2.4	8.3	-8.1	-20.2	9.8	42.8	-1.7	-5.5	3.4
CCN1c2ccccc2NC2N=C(OC)C(c3ccccc3)C21 (stereo not drawn)	-8.1	-21.0	7.3	8.3	0.3	14.3	-0.8	6.5	29.8

Taken from above:
CC(Oc1ccccc1)C(=O)Nc1nnc(S(=O)(=O)N(C)c2ccccc2)s1 (stereo not drawn) in NALP3 yeast inh is listed with 1.7
Cc1ccc(-n2c(C)cc(/C=C3\SC(=O)NC3=O)c2C)cc1 in SENP1 FRET inh is listed with -11.7

The list continues:
SMILES	HKDC1 inh	SENP8 block-1	SENP7 inh	SENP6 block	Apaf1 inhib	PfG6PD inh	SENP1 FRET inh	SENP8 block-2	NALP3 yeast inh
COC(=O)/C=C/c1ccc(-n2cncn2)cc1	-12.4	4.7	-0.2	8.8	5.1	24.9	0.4	-1.3	16.3
C=CCNC(=O)C1CCN(c2ccc(S(=O)(=O)N3CCOCC3)cc2[N+](=O)[O-])CC1	-12.7	14.8	-1.1	5.1	-5.7	8.8	0.1	1.5	-2.6
COc1ccc(OC)c(NC(=O)CS(=O)(=O)Cc2ccccc2)c1	-3.8	7.4	1.2	-17.5	6.3	4.6	-1.6	-0.8	8.7
COC(=O)C1=C(C)N(C)C(=O)NC1c1ccc(O)c(Cl)c1 (stereo not drawn)	-12.1	0.5	3.8	-11.1	-17.5	13.2	0.6	7.4	17.7
CCOC(=O)c1nnn(-c2nonc2N)c1-c1ccc(OC)cc1	-0.8	23.9	5.2	-9.6	6.2	38.1	3.1	-9.0	-5.6
O=C(Nc1cccc(-n2cccn2)c1)C1CCCN(Cc2ccccc2F)C1 (stereo not drawn)	-3.7	0.3	-4.0	-6.3	11.1	-10.0	-2.1	-8.5	6.4
Cc1cccc(NC(=O)CSc2nc(C)nc3c2c(=O)n(C)c(=O)n3C)c1	-0.8	7.5	x	x	x	-10.0	-1.4	x	x
CC(C)CCNC(=O)C(c1ccncc1)N(CC1CCCO1)C(=O)Cn1nnc(-c2ccc(F)cc2)n1 (stereo not drawn)	-2.4	15.5	-4.2	-11.9	17.1	-13.4	2.4	-13.0	-0.9
Cc1cc(-n2nc(C)cc2C)nc(NS(=O)(=O)c2ccccc2)n1	-1.9	0.6	-4.5	-0.6	1.9	12.5	0.9	-6.4	6.2
CN(C)C(CN1C(=O)C2CC=CCC2C1=O)c1cn(C)c2ccccc12 (stereo not drawn)	5.5	-44.7	-4.3	-22.8	-0.4	0.8	-14.9	-8.2	3.9
Cc1[nH]c2ccccc2c1C(Nc1nccs1)c1ccncc1 (stereo not drawn)	0.5	-2.8	-7.3	-17.7	17.9	4.2	-3.7	-12.1	-7.0
CC(C)(C)C(=O)N(CCN(C(=O)C(C)(C)C)c1ccccc1)c1ccccc1	4.4	7.9	0.3	-6.2	0.4	-0.5	2.7	2.1	19.0
CN(C)CCNC(=O)c1cccc(S(=O)(=O)Nc2ccc(F)cc2)c1	-2.7	9.2	-6.4	-3.2	-1.9	-15.3	3.5	-8.0	-11.1
O=C(Nc1scc(-c2ccc(Br)cc2)c1C(=O)O)c1ccccc1F	28.1	-36.2	12.5	88.0*	-2.5	50.5	1.6	86.6*	82.2*
COc1ccc2oc(-c3cccc(NC(=O)CSc4ccc(Cl)cc4)c3)nc2c1	2.0	-406.1	-4.2	-0.6	-10.0	-13.6	-1.3	-5.2	6.4
CC(=O)NC(CCS(C)(=O)=O)C(=O)Nc1ccccc1 (stereo not drawn)	-8.3	16.9	-14.1	-22.7	-1.4	-3.4	2.0	-12.4	6.7
CCN(CC)Cc1c(C(=O)OC(C)C)nnn1-c1nonc1N	-5.6	-0.2	-7.2	9.3	-0.1	-12.3	-1.9	-7.3	28.2
O=C(CCSc1nnc2ccccn12)Nc1ccc(F)cc1	3.4	-34.9	2.0	-17.4	5.3	-6.3	1.6	-2.4	7.1
C/C(=N\O)c1c(C)c2ccccc2n1C	-3.5	12.7	-0.8	-12.7	13.4	2.7	0.1	0.8	15.8

Screening data (PubChem)
